TRPC4 PAM = TRPC4 (mouse) allosteric potentiation. HEK293 TRPC4beta/mu-opioid, DAMGO EC20, Fluo-4 Ca2+ flux; hits give high values. B-score at 10 µM. 0.42% of 310,000 active;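 active = B-score of calcium response area above 5 SD of library B-scores, with initial fluorescence ratio within 5 SD of library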;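 also: B-score of integrated fluorescence ratio over time as area under calcium response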
Target sequence (Q9QUQ5 whole entry, looked up): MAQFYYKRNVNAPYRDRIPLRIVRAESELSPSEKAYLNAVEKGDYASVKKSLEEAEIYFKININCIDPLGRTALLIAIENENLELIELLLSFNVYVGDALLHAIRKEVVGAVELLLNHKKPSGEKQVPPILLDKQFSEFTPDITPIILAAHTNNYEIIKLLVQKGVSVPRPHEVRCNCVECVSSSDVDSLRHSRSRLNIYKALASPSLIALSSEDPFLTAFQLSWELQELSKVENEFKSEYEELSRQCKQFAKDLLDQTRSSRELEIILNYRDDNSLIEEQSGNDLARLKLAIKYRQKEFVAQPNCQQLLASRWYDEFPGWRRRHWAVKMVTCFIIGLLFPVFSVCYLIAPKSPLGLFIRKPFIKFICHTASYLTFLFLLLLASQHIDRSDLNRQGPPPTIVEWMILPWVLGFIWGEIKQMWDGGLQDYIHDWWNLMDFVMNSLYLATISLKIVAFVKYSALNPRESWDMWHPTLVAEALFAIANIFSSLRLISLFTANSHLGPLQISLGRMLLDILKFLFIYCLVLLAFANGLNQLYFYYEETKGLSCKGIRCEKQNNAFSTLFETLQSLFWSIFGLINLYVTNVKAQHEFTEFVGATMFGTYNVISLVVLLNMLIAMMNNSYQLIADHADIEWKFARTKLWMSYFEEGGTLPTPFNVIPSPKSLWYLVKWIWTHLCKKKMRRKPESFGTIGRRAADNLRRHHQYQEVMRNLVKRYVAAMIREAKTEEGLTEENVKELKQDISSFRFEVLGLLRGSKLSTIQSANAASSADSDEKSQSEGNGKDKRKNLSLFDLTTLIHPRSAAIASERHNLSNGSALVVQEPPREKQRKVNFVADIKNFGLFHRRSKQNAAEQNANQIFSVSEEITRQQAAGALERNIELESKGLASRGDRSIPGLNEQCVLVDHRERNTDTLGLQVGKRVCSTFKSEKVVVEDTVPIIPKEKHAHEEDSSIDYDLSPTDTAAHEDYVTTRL
KCNQ1 pot = potentiates or activates the human KCNQ1 potassium channel; CHO-K1 KCNQ1, thallium flux FluxOR fluorescence; hits give high values; B-score at 10 µM; 0.35% of 310,000 active;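 active = fluorescence ratio B-score, a plate-corrected score, at least three library SD, with initial intensity B-score within 5 SD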
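Assay system: CHO-K1 cells stably expressing KCNQ1; Medium: assay buffer with matched DMSO; Also added: K+/Tl+ depolarizing stimulus; Dosing: single dose; Timing: dye 90 min, compound 20 min, room temperature; Measured by: kinetic FluxOR thallium fluorescence, 10-s 1-Hz baseline, 110-s post-stimulus read; Read-out: peak-minus-minimum fluorescence over initial fluorescence, negative-control normalized, B-scored.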
hERG rescue = compounds protecting human hERG from proarrhythmic drug block; activation (rescue from dofetilide block), less the hit threshold, % at 10 µM; CHO-hERG, FluxOR thallium flux, dofetilide IC70 present; 0.51% of 310,000 active; Q12809;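 active = activation above the mean of controls blocked by dofetilide plus 5 SD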;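 also: thallium influx through hERG after potassium depolarization seen as dye fluorescence rise; in these data hits start at about 4.7%; inactives centre near -7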
HDAC3 inh = inhibitors of human histone deacetylase 3; recombinant HDAC3, fluorogenic peptide/trypsin coupled, fluorescence; inhibition, % at 8.3 µM; 0.15% of 320,000 active; in the data active = inhibition above about 26%, passing the limit was not always enough
KCNK3 inh = human KCNK3 channel inhibition, primary screen; O14649; CHO-KCNK3 thallium flux, FluxOR fluorescence; hits give low values; B-score at 10 µM; 0.84% of 340,000 active; AID 602410;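 active = B-score under library mean minus 4 SD, starting fluorescence ratio at most library mean plus 5 SD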;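 also: more negative B-score means stronger inhibition of thallium flux through KCNK3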
ANO1 activ = mouse TMEM16A channel activation, primary screen; Q8BHY3; HEK293 TMEM16A/YFP-H148Q/I152L, iodide quench fluorescence; hits give low values; B-score at 10 µM; 0.3% of 340,000 active; AID 623877;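 active = fluorescence-ratio B-score plate-corrected deviation score at least 3 library SD below zero, with starting fluorescence score within 5 deviations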;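 also: channel opened by trigger with iodide after compound preincubation; score built on the fluorescence ratio of max minus min over baseline; more negative score means more quench and so TMEM16A activation or potentiation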
KCNK9 block = blocks the human KCNK9 two-pore domain potassium channel | Q9NPC2 | B-score at 10 µM | HEK293 KCNK9, FluxOR thallium flux fluorescence; hits give low values | 1.2% of 310,000 active;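 active = ratio B-score over 3 SD below the library mean, with starting fluorescence within 5 SD of its mean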;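 also: negative B-score means less thallium flux so channel inhibition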
DYRK1A inh = blocks rat Dyrk1A kinase activity; 0.43% of 310,000 active; inhibition, % at 12.5 µM; ADP-Glo luminescence, NFATc1 peptide; in the data active = inhibition above about 50%;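 also: plate controls were vehicle with enzyme for no effect and no enzyme for full effect; many of its hits are not listed in these tables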
TMEM16A inh = inhibitors of mouse TMEM16A calcium-activated chloride channel; Q8BHY3; HEK293 TMEM16A/YFP iodide influx fluorescence, ionomycin; normalized B-score (activity score, 25-100; higher = stronger inhibition) at 10 µM; 1.2% of 310,000 active; AID 588511;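 active = ratio plate-corrected score three or more library SD toward inhibition, starting fluorescence score within five deviations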;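 also: score derived from kinetic fluorescence span divided by baseline fluorescence per well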
TRPC4 act = opens the mouse TRPC4 cation channel; HEK293 TRPC4beta/mu-opioid, Fluo4 calcium fluorescence; hits give high values; Q9QUQ5; 0.49% of 310,000 active; AID 2237; B-score at 10 µM;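 active = B-score above 5 SD of library B-scores, and initial fluorescence ratio not above library mean plus 5 SD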;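 also: positive B-score marks a calcium rise read as TRPC4 activation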
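Assay system: HEK293 stable line with TRPC4beta plus mu-opioid receptor; schedule: 45 min room-temperature Fluo4 loading, 110 s read; technique: kinetic Fluo4 calcium fluorescence; evaluation: integrated baseline-normalised fluorescence ratio, converted to per-well B score; controls: buffer (low) and maximal DAMGO (high)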
KCNQ1 block = blocks the human KCNQ1 potassium channel. CHO-K1 KCNQ1, FluxOR thallium flux fluorescence; hits give high values. 1.3% of 310,000 active. B-score at 10 µM. AID 2642;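 active = compounds whose thallium flux B-score, printed positive for inhibition, exceeds three library SD while starting fluorescence stays within three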;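 also: channel opened by potassium depolarization with thallium stimulus after 20 min compound exposure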
* hit, by the source's call; i = inactive; . = no result given.

SMILES	TRPC4 PAM	KCNQ1 pot	hERG rescue	HDAC3 inh	KCNK3 inh	ANO1 activ	KCNK9 block	DYRK1A inh	TMEM16A inh	TRPC4 act	KCNQ1 block
Cc1ccc(-n2nc3ccc(NC(=O)c4ccco4)cc3n2)cc1	i	i	-6	-3	i	i	i	2	i	i	i
COc1ccc(-n2c(=O)c3c(C)c(C)sc3n(Cc3cccc(F)c3)c2=O)c(OC)c1	i	i	-9	2	i	i	i	1	i	i	i
CCC(Cc1ccccc1)NC(=O)Cn1ncc2ccsc2c1=O (stereo not drawn)	i	i	-9	-6	i	i	i	-4	i	i	i
CC1(C)Cc2c(sc(/N=C/N3CCOCC3)c2C#N)C(C)(C)N1	i	i	-2	-1	i	i	i	4	i	i	i
COc1cc(/C=N/NC(=O)COc2ccc(Cl)cc2)ccc1OS(=O)(=O)c1ccc(C)cc1	i	i	-5	10	i	i	i	-5	i	i	i
O=C(c1ccco1)N1CCN(C(c2ccccc2Cl)c2nnnn2CC2CCCO2)CC1 (stereo not drawn)	i	i	-7	-1	i	i	i	-2	i	i	i
Cn1nc(-c2ccccc2)c2cc(C(=O)O)sc21	i	i	-9	-17	i	i	i	7	i	i	i
COc1ccccc1CNC(=S)NC1CCCC1	i	i	-5	-4	i	i	i	-2	i	i	i
O=C(CSc1n[nH]c(-c2ccccc2F)n1)NCC(=O)Nc1ccc(F)c(F)c1F	i	i	-10	5	i	i	i	-2	i	i	i
COc1ccccc1NC(=O)Nc1cccc(C(=O)O)c1	i	i	-6	-3	i	i	i	-1	i	i	i
Cc1ccc(-n2c(SCC(=O)N/N=C/c3c(C)nn(-c4ccccc4)c3C)nc3ccccc3c2=O)cc1	i	i	-12	2	i	i	i	5	i	i	i
CCCn1ncc([C@@H]2C[C@H]3CN(Cc4cccc(Cl)c4)C(=O)[C@]34CCCN24)c1C	i	i	-11	1	i	i	i	-6	i	i	i
O=C(CN(Cc1ccc(F)cc1)C(=O)CNS(=O)(=O)c1ccccc1)NCc1ccco1	i	i	-3	0	i	i	i	0	i	i	i
O=C1c2ccccc2C(=O)N1CCc1nc2ccccc2c(=O)n1-c1ccccn1	i	i	-7	1	i	i	i	-3	i	i	i
CCN1C(=O)c2cccc3c(S(=O)(=O)NCc4cccnc4)ccc1c23	i	i	-10	-18	i	i	i	10	i	i	i
O=C(O)c1ccc(CS(=O)(=O)c2cccc(C(F)(F)F)c2)o1	i	i	-4	2	i	i	i	-10	i	i	i
CC(C)CCNC(=O)C(=O)Nc1ccc2c(c1)N(S(=O)(=O)c1cccs1)CCC2	i	i	-17	-1	i	i	i	13	i	i	i
CCC(=O)c1cn(CC(=O)Nc2c(C)cccc2C)c2ccccc12	i	i	-9	-6	i	i	i	-5	i	i	i
CC(C)c1ccc(NC2CCCN(C(=O)c3ccc(N4CCOCC4)cc3)C2)cc1 (stereo not drawn)	i	i	-12	0	i	i	i	-2	i	i	i
O=c1c2ccccc2nc2ccc(NCc3ccco3)nn12	i	i	-4	-3	i	i	i	-11	i	i	i
CC(Sc1nnnn1C1CCCCC1)C(=O)O (stereo not drawn)	i	i	-4	4	i	i	i	5	i	i	i
CCCCCN1CC(O)=C(c2nc3ccccc3[nH]2)C1=N	i	i	-4	14	i	i	i	.	i	i	i
O=C(NNC(=O)c1ccc(S(=O)(=O)N2CCOCC2)cc1)c1ccccc1	i	i	-8	-4	i	i	i	-1	i	i	i
CC(=O)Nc1ccc(C(=O)OCC(=O)/C(C#N)=C(\C)N)cc1	i	i	-2	5	i	i	i	1	i	i	i
COc1ccc2c(c1)C(=O)N(Cc1ccccc1)C(=O)C2(C)C	i	i	-6	5	i	i	i	6	i	i	i
COc1cc(C(=O)OC2CCOC2=O)c([N+](=O)[O-])cc1OC (stereo not drawn)	i	i	-6	-3	i	i	i	-3	i	i	i
CSc1nc(-c2ccc(Cl)cc2Cl)[nH]c(=O)c1C#N	i	i	-11	-11	i	i	i	-1	25*	i	i
Cc1ccccc1C(=O)Nc1ccnc(-c2ccncc2)n1	i	i	-15	1	i	i	i	-3	i	i	i
CC(C)(C)Cc1cc(N)on1	i	i	-9	.	i	i	i	4	i	i	i
O=C(CCc1ccccc1)NNC(=O)CCc1ccccc1	i	i	-1	-4	i	i	i	.	i	i	i
Cc1cc(NC(=O)CSc2nc3ccccc3n2CC(=O)N2CCC(C)CC2)no1	i	i	3	-3	i	i	i	-2	i	i	i
Cc1ccc[n+](CC(=O)c2ccc(-c3ccccc3)cc2)c1	i	i	-5	-1	i	i	i	-4	i	i	i
Cc1cc(C(=O)N(C)CC(=O)Nc2ccc(F)c(F)c2F)no1	i	i	-1	-11	i	i	i	2	i	i	i
CSc1nnc(COc2ccc(C)cc2)n1N	i	i	-7	2	i	i	i	2	i	i	i
Cn1c(-n2c(-c3ccco3)nc3ccccc3c2=O)nc2ccccc21	i	i	-8	2	i	i	i	39	i	i	i
NC(=O)C1CCN(C(=O)COCc2cc(-c3ccc4c(c3)OCO4)on2)CC1	i	i	-12	-6	i	i	i	1	i	i	i
C=CCNC(=S)N/N=C/c1ccc(-c2ccc(Cl)cc2Cl)o1	i	i	-10	-6	i	i	i	-5	i	i	i
O=[N+]([O-])c1ccc(N2CCOCC2)nc1	i	i	-2	3	i	i	i	2	i	i	i
COCOc1ccc(C=O)c(OCOC)c1	i	i	-4	5	i	i	i	-3	i	i	i
CCN(CC)S(=O)(=O)c1ccc(NC(=O)c2cc(C(=O)OC)cc([N+](=O)[O-])c2)cc1	i	i	-9	5	i	i	i	-1	i	i	i
CCCCn1nnnc1SCC(=O)NCc1ccco1	i	i	-3	-2	i	i	i	2	i	i	i
CCOC(=O)C1=C(C)N=C2SCCC(=O)N2C1c1sccc1C (stereo not drawn)	i	i	-1	8	i	i	i	9	i	i	i
Cc1ccc(NC(=O)c2cc(C)nc3ccccc23)c(Br)c1	i	i	1	-4	-10*	i	-8*	17	i	i	i
NC(=O)NC1CCCc2c1[nH]c1ccc(Cl)cc21 (stereo not drawn)	i	i	-13	5	i	i	i	5	i	i	i
Cc1ccc(NC(=O)C(C)SCC(=O)Nc2ccc(F)cc2)cc1S(=O)(=O)N1CCOCC1 (stereo not drawn)	i	i	-10	4	i	i	i	10	i	i	i
CCOC(=O)C1(Cc2cccc(OC)c2)CCCN(C(=O)c2cc(C)on2)C1 (stereo not drawn)	i	i	-8	.	i	i	i	-10	i	i	i
O=C(C[n+]1ccc(C(=O)NCc2ccccc2)cc1)c1ccc2c(c1)OCCO2	i	i	-12	-1	i	i	i	.	i	i	i
OCC(CO)(CO)n1cnnn1	i	i	-3	-3	i	i	i	-1	i	i	i
Cc1cccc(-c2cc3nc4c(c(NCc5ccco5)n3n2)CCCC4)c1	i	i	-9	-2	i	i	-7.2*	5	i	i	i
Cc1cccn2c(CN3CCNC(=O)CC3)c(C(=O)N(C)CCc3ccccc3)nc12	i	i	-21	-2	i	i	i	.	i	i	i
(more compounds)
SMILES	TRPC4 PAM	KCNQ1 pot	hERG rescue	HDAC3 inh	KCNK3 inh	ANO1 activ	KCNK9 block	DYRK1A inh	TMEM16A inh	TRPC4 act	KCNQ1 block
Cc1ccc(-c2nnc(CSc3nnc(COc4ccccc4)n3-c3ccc(C)cc3)o2)cc1	i	i	-21	-6	i	i	i	2	i	i	6*
CCCCN(C)C/C(O)=C(\C#N)c1nc(-c2ccccc2)cs1	i	i	-13	0	i	i	i	-4	i	i	i
CC(=O)c1cccc(NC(=O)CSC(=O)c2ccccc2)c1	i	i	-9	19	i	i	i	5	i	i	i
COc1cccc(CNC(=O)CCC(=O)n2ncc3cc(C)ccc32)c1OC	i	i	-5	.	i	i	i	2	i	i	i
CNS(=O)(=O)c1cc(-c2nnc(N3CCOCC3)c3ccccc23)ccc1C	i	i	-10	2	i	i	i	8	i	i	i
Cc1nc(N2CCCCC2)c(C#N)c(C)c1[N+](=O)[O-]	i	i	-1	0	i	i	i	-2	i	i	i
CCN1CCN(CC(=O)Nc2ccc(Cl)c(Cl)c2)C(=O)C1=O	i	i	-8	-5	i	i	i	2	i	i	i
Cc1cc(C)cc(NC(=O)c2ccc(NC3=NC4CS(=O)(=O)CC4S3)cc2)c1 (stereo not drawn)	i	i	-13	.	i	i	i	2	i	i	i
O=C(CSc1ccc(Br)cc1)N1CCN(S(=O)(=O)c2ccccc2)CC1	i	i	-12	2	i	i	i	3	i	i	i
COc1cccc(N2CCN(S(=O)(=O)c3cc4c(cc3C)N(C)CCO4)CC2)c1	i	i	-13	1	i	i	i	2	i	i	i
O=C(c1cc2ccccc2oc1=O)N1CCN(S(=O)(=O)c2ccccc2)CC1	i	i	-5	5	i	i	i	-8	i	i	i
COc1ccc2c(CC(=O)N[C@@H](Cc3ccccc3)C(=O)O)cc(=O)oc2c1	i	i	-14	-39	i	i	i	.	i	i	i
N#C/C(=C/c1ccc(Br)o1)C(N)=O	i	i	-4	-2	i	i	i	.	i	i	i
CCCCNc1nc2ccccc2n1CC(=O)Nc1c(C)cccc1CC	i	i	-7	1	i	i	i	1	i	i	i
COc1ccc(C(=O)N2CCOC2CNC(=O)C(=O)NCCc2ccccc2OC)cc1 (stereo not drawn)	i	i	-8	8	i	i	i	2	i	i	i
CCCn1c(N)c(N(CCOC)C(=O)CSCC(=O)Nc2cccc(C)c2)c(=O)[nH]c1=O	i	i	-4	.	i	i	i	10	i	i	i
CN(c1ccccc1)S(=O)(=O)c1cccc(NC(=O)c2ccc3ncsc3c2)c1	i	i	-14	5	-9.5*	i	-7.1*	-5	i	i	i
Cc1ccc(NCCC#N)cc1C	i	i	-5	2	i	i	i	6	i	i	i

One compound at a time (already shown):
`O=C(c1cc2ccccc2oc1=O)N1CCN(S(=O)(=O)c2ccccc2)CC1` in the list: TRPC4 PAM = i; KCNQ1 pot = i; hERG rescue = -5; HDAC3 inh = 5; KCNK3 inh = i; ANO1 activ = i; KCNK9 block = i; DYRK1A inh = -8; TMEM16A inh = i; TRPC4 act = i; KCNQ1 block = i
`COc1ccc(C(=O)N2CCOC2CNC(=O)C(=O)NCCc2ccccc2OC)cc1` (stereo not drawn) in the list: TRPC4 PAM = i; KCNQ1 pot = i; hERG rescue = -8; HDAC3 inh = 8; KCNK3 inh = i; ANO1 activ = i; KCNK9 block = i; DYRK1A inh = 2; TMEM16A inh = i; TRPC4 act = i; KCNQ1 block = i
`CCCn1c(N)c(N(CCOC)C(=O)CSCC(=O)Nc2cccc(C)c2)c(=O)[nH]c1=O` in the list: TRPC4 PAM = i; KCNQ1 pot = i; hERG rescue = -4; HDAC3 inh = .; KCNK3 inh = i; ANO1 activ = i; KCNK9 block = i; DYRK1A inh = 10; TMEM16A inh = i; TRPC4 act = i; KCNQ1 block = i

Only part of the results is shown (hit frequency here may not be typical).
